Bioassay records from PubChem.
MITF primary: blocks human microphthalmia-associated transcription factor. AlphaScreen MITF homodimerization, bead proximity signal. inhibition, % at 2.6 µM. O75030. 0.91% of 650,000 active; in the data active = inhibition above about 50%;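 also: 0% = vehicle wells with protein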
TEAD-YAP block: TEAD-YAP interaction inhibition; HEK-TIYL cells, TEAD-Gal4/YAP UAS-luciferase luminescence; inhibition, % at 9.12 µM; 1.4% of 640,000 active; AID 1259422; in the data active = inhibition above about 32%;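 also: 0% = median of test compound wells and 100% = reference inhibitor wells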
FBW7 act: human FBW7 E3 ligase activation, primary screen; AlphaScreen FBW7–phospho-cyclin E peptide binding, activator screen; Q969H0; 0.13% of 650,000 active; normalized activity (activation), % at 26.1 µM; in the data active = normalized activity above about 1.9%;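 also: purified mutant Fbw7 with reduced substrate affinity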
Target sequence (Q969H0 whole entry, looked up): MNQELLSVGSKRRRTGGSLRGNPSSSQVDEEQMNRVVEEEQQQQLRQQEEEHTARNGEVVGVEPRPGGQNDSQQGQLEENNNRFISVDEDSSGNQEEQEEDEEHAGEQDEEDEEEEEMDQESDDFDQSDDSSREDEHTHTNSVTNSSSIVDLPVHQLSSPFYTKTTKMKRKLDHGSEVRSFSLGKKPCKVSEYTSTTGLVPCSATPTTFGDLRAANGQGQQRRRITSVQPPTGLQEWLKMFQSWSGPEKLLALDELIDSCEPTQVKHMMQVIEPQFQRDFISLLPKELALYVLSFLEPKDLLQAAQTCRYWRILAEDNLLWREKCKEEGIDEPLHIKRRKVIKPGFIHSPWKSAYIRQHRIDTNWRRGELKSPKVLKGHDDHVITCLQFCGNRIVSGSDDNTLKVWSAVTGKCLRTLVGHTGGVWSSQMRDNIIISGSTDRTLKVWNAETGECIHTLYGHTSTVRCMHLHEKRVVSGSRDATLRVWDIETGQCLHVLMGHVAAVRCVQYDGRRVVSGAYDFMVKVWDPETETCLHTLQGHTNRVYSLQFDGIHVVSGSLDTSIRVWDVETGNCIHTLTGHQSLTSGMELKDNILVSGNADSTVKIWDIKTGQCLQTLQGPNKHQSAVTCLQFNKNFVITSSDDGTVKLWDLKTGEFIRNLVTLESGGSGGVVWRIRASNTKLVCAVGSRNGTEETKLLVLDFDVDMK
GPR151 activ: activates the human receptor GPR151; Q8TDV0; PathHunter beta-arrestin GPR151 cells, luminescence; activation, % at 11.2 µM; 1% of 650,000 active; in the data active = activation above about 4.9%;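 also: 0% = median of compound wells and 100% = cells with positive control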
* hit, by the source's call; / = not tested or not shown; & = joins results of further samples.

SMILES	MITF primary	TEAD-YAP block	FBW7 act	GPR151 activ
O=C(Nc1c2c(nn1-c1ccc(Cl)cc1)CS(=O)(=O)C2)c1ccccc1I	6	-28	0.0	0.7
CN1CCC(N(C)C2CCC(=O)N(Cc3cc4c(cc3Cl)OCO4)CC2)CC1 (stereo not given)	8	-5	0.7	-0.3
O=C1NCCN(Cc2ccc(-c3ccccc3)cc2)C1CC(=O)N1CCCCC1 (stereo not given)	-8	-9	-0.1	12*
O=S(=O)(Cc1ccccc1)N1CCCN(c2nc3ccccc3s2)CC1	-6	-4	0.2	0.3
Cc1cc(NS(=O)(=O)c2ccc(NC(=O)c3ccc(Oc4ccccc4)cc3)cc2)no1	7	-5	-0.2	1.5
CCOc1ccccc1NC(=O)c1sc2ncn(Cc3cccc(F)c3)c(=O)c2c1C	5	5	0.0	-1.8
O=C(NCCCN1CCCC1=O)c1csc(N2CCc3ccccc3C2)n1	-1	11	0.0	0.1
O=C(Nc1cccc(C(F)(F)F)c1)Nc1ccc([N+](=O)[O-])cn1	12	4	0.1	0.8
CCN1CCN(C(=O)CN(c2ccc(C)c(C)c2)S(=O)(=O)c2ccc(C)cc2)CC1	25	10	0.3	0.2
COc1cc2c(cc1OC)C1=C(c3ccccc3Br)C(=O)C(=O)N1C(C)(C)C2	10	1	0.1	-1.3
C=CCNC(=O)c1c(NC(=O)C2COc3ccccc3O2)sc2c1CCCC2 (stereo not given)	-7	1	0.2	-0.4
Cc1cc(NS(=O)(=O)c2ccc(NC(=O)COc3ccccc3F)cc2)no1	-5	0	0.0	-2.3
CSc1ccc(Sc2ccc(SC)cc2)cc1	15	-1	0.2	-0.6
CCN(CC)C(=O)COc1cc(C)cc2oc(=O)cc(-c3ccccc3)c12	4	7	0.0	-0.6
CCC(=O)Nc1nnc(-c2ccc(Br)cc2)s1	2	-9	-0.1	1.4
CCCc1ccc(-c2csc(N)n2)cc1	-5	-18	-0.2	-0.9
Cc1cc(C)c(C(=O)NNC(=O)c2cccnc2)c(C)c1	13	-1	0.2	1.2
C#C[C@]1(O)CC[C@H]2[C@@H]3CCC4=CC(=O)CC[C@@H]4[C@H]3CC[C@@]21C	26	/	0.1	0.0
CON(C)C(=O)c1nnc2c3ccccc3n(S(=O)(=O)c3ccc(C)cc3)c2n1	-5&-4	/	-0.1&0.0	1.0&-0.6
Cc1ccc2c(c1)NC(C)(C)c1ssc(=S)c1-2	10	3	-0.6	3.3

As entered above:
Under TEAD-YAP block, O=C(NCCCN1CCCC1=O)c1csc(N2CCc3ccccc3C2)n1 is entered as 11
Under FBW7 act, Cc1cc(NS(=O)(=O)c2ccc(NC(=O)COc3ccccc3F)cc2)no1 is entered as 0.0
Under FBW7 act, C=CCNC(=O)c1c(NC(=O)C2COc3ccccc3O2)sc2c1CCCC2 (stereo not given) is entered as 0.2

Some of the entries so far, with two lines to a compound:
Second line of a record – MITF primary | TEAD-YAP block | FBW7 act | GPR151 activ
- CCN(CC)C(=O)COc1cc(C)cc2oc(=O)cc(-c3ccccc3)c12
  4 | 7 | 0.0 | -0.6
- CCOc1ccccc1NC(=O)c1sc2ncn(Cc3cccc(F)c3)c(=O)c2c1C
  5 | 5 | 0.0 | -1.8
- CON(C)C(=O)c1nnc2c3ccccc3n(S(=O)(=O)c3ccc(C)cc3)c2n1
  -5&-4 | / | -0.1&0.0 | 1.0&-0.6

The listing picks up; the four compounds before the break are reprinted first.
SMILES	MITF primary	TEAD-YAP block	FBW7 act	GPR151 activ
Cc1cc(C)c(C(=O)NNC(=O)c2cccnc2)c(C)c1	13	-1	0.2	1.2
C#C[C@]1(O)CC[C@H]2[C@@H]3CCC4=CC(=O)CC[C@@H]4[C@H]3CC[C@@]21C	26	/	0.1	0.0
CON(C)C(=O)c1nnc2c3ccccc3n(S(=O)(=O)c3ccc(C)cc3)c2n1	-5&-4	/	-0.1&0.0	1.0&-0.6
Cc1ccc2c(c1)NC(C)(C)c1ssc(=S)c1-2	10	3	-0.6	3.3
Clc1ccc(-c2noc(C3CCCCC3)n2)cc1	12	-7	0.1	-0.1
COC(=O)c1ccc(C2N=C(c3cccc(OC)c3)CC(c3cc(Br)ccc3O)N2)cc1 (stereo not given)	1	0	0.2	-0.5
CNC(=O)/C(C#N)=C/c1c(Oc2ccccc2)nc2ccccn2c1=O	19	-1	0.0	-8.3
Cc1cnc(CNC(=O)CC2C(=O)NCCN2Cc2cccc(Oc3ccccc3)c2)cn1 (stereo not given)	1	-6	-0.1	0.5
CCCOC1CCCN(C(=O)c2ccc(-n3cc(NC(=O)COC)cn3)cc2)C1 (stereo not given)	-10	-10	-0.3	-1.2
Cc1cccc(C)c1NC(=O)C1c2cccc[n+]2CC(=O)N1C(C)C (stereo not given)	-6	-2	-0.1	0.9
CC(C)c1ccc(NC(=O)c2ccc(Cl)c([N+](=O)[O-])c2)cc1	9	-9	0.2	1.2
CCc1cc2c(NC(C(=O)O)C(C)C)nc(C)nc2s1 (stereo not given)	3	11	0.1	0.3
CC1(C)CC(NC(=S)Nc2ccc(OC(F)F)cc2)CC(C)(C)N1	-3	5	-0.1	-1.5
CCOC(=O)c1c(NC(=O)C(C)Sc2nnc(CNC(=O)c3cc(OC)cc(OC)c3)n2CCc2ccccc2)sc2c1CCC2 (stereo not given)	8	14	0.5	-1.3
CCOc1ccc(N2C(=O)c3ccccc3NC2c2ccc(Br)cc2)cc1 (stereo not given)	3	0	-0.1	-1.6
O=C(NNC(=O)C(F)(F)F)c1cccc(C(=O)NNC(=O)C(F)(F)F)c1	5	-1	-0.1	-0.2
CCCCNCCOCCOc1cccc(C)c1	38	2	0.2	1.4
CCC(C)C(=O)N1c2ccc(C)cc2-c2c(ssc2=S)C1(C)C (stereo not given)	9	-2	-0.1	-1.0
CCOc1ccc(S(=O)(=O)Nc2ccc(S(=O)(=O)N3CCCCC3)cc2)cc1	-1	-2	0.1	1.8
COc1ccccc1N(CC(O)CN1CCOCC1)S(=O)(=O)c1ccc(C)cc1 (stereo not given)	0	14	0.3	0.2
Cc1sc(NC(=O)CN(C2CCCCC2)S(=O)(=O)c2ccccc2)c(C(N)=O)c1C	0	-11	0.1	1.1
Cc1ccccc1NC(=O)Cc1c(O)c2ccccc2[nH]c1=O	10	-4	-0.2	1.7
Cc1cc(NC(=O)c2cccc(Cl)c2Cl)ccc1-c1cc2ccccc2oc1=O	10	5	1.7	-0.8
COc1c(S(=O)(=O)NC2CC(C)(C)NC(C)(C)C2)ccc(Cl)c1Cl	3	-5	0.0	-0.7

Record cards, from the list above.
CCCOC1CCCN(C(=O)c2ccc(-n3cc(NC(=O)COC)cn3)cc2)C1 (stereo not given) is listed with MITF primary = -10; TEAD-YAP block = -10; FBW7 act = -0.3; GPR151 activ = -1.2
COC(=O)c1ccc(C2N=C(c3cccc(OC)c3)CC(c3cc(Br)ccc3O)N2)cc1 (stereo not given) is listed with MITF primary = 1; TEAD-YAP block = 0; FBW7 act = 0.2; GPR151 activ = -0.5
CNC(=O)/C(C#N)=C/c1c(Oc2ccccc2)nc2ccccn2c1=O is listed with MITF primary = 19; TEAD-YAP block = -1; FBW7 act = 0.0; GPR151 activ = -8.3

Additional records
SMILES	MITF primary	TEAD-YAP block	FBW7 act	GPR151 activ
CCOc1ccc(-c2cc(=O)n(CC(=O)OC)cn2)cc1	-12	-25	0.0	0.0
CNC(=O)/C(=C/c1ccc(Cl)cc1)NC(C)=O	-4	-1	-0.1	-1.3
O=C(NNC(=O)c1cccc(Cl)c1)c1ccc(N2CCCC2=O)cc1	6	-10	-0.2	0.5
CCNC(=O)c1cc2c(=O)n3cccc(C)c3nc2n(Cc2ccco2)c1=N	31	58*	0.0	-1.5
CCC(=O)N1c2ccc(S(=O)(=O)N3CCN(c4cc(C)ccc4C)CC3)cc2CC1C (stereo not given)	12	8	-0.2	0.2
O=C(N/N=C/c1cn[nH]c1-c1ccccc1)c1ccccc1	-5	-41	-0.2	-1.6
CCN1C(=O)C(=O)c2cc(Cl)ccc21	-15	6	-0.1	0.1
CCOc1cc(C2C(C(=O)OC)=C(C)NC3=C2C(=O)c2ccccc23)cc(Br)c1OC (stereo not given)	-4	-1	-0.1	1.1
CCOC(=O)CCC(=O)O[C@H]1[C@H](O[C@@H]2[C@@H](C)[C@H](O[C@H]3C[C@@](C)(OC)[C@@H](O)[C@H](C)O3)[C@@H](C)C(=O)O[C@H](CC)[C@@](C)(O)[C@H](O)[C@@H](C)C(=O)[C@H](C)C[C@@]2(C)O)O[C@H](C)C[C@@H]1N(C)C	19	7	0.3	-0.6
Nc1ccccc1N1CCN(C(=O)c2ccc(Cl)cc2)CC1	10	-3	0.0	-0.3
CCCCCOc1ccc(C(NC(=O)CCl)NC(=O)CCl)cc1OC	13	0	0.2	-1.0
Cn1c(=O)c2ccccc2n2c(SCC(=O)Nc3ccccc3-c3ccccc3)nnc12	0	8	-0.2	2.6
CS(=O)(=O)Nc1cccc(C2=NN(C(=O)c3cccs3)C(c3ccccc3O)C2)c1 (stereo not given)	6	-9	0.0	3.7
CCC(CC)C(=O)Nc1ccc(S(=O)(=O)N2CCCC2)cc1	8	7	0.1	4.7
CC(C)CCn1c(SCC(=O)NC2CCCCC2)nc2ccsc2c1=O	4	9	0.1	0.4
Cc1cc([N+](=O)[O-])ccc1N/C(=N/S(=O)(=O)c1ccccc1)C(F)(F)F	-1	2	0.0	0.0
COc1ccc(NC(=O)C2CCCN2C(=O)Nc2cccc(C)c2)cc1OC (stereo not given)	-6	10	0.2	0.5
CCC(C)C(=O)NCc1nnc2n1CCN(C(=O)c1ccc(OC)c(F)c1)CC2 (stereo not given)	13	4	0.0	-1.1
O=C1c2ccc(Br)cc2C(=O)N1c1ccc(Cl)cc1Cl	14	6	-0.1	0.0
Cc1ccccc1NC(=O)NCc1noc2ccccc12	6	4	0.1	2.2
CCOC(=O)c1sc2nc(SCC(=O)C(C)(C)C)n(Cc3ccccc3OC)c(=O)c2c1C	12	2	0.1	1.4
CC(C)(C)C(=O)Nc1ccc(C(=O)NNC(=O)C2C3C=CC(C3)C2C(=O)NNC(=O)c2ccc(NC(=O)C(C)(C)C)cc2)cc1 (stereo not given)	2	-10	0.0	1.0
CCOC(=O)C(C)(C)Sc1nnc(COc2ccccc2C)n1CC	8	0	0.1	-0.8
OCC1CCCN(c2nncc(-c3ccc4ccccc4c3)n2)C1 (stereo not given)	2	6	-0.1	0.7
CCN1C(=O)c2cccc3c(NC(=O)Nc4cccc(Cl)c4)ccc1c23	7	0	-0.1	-0.1
COC(=O)c1sccc1NC(=O)c1c(Cl)cccc1Cl	-4	5	0.0	1.4
Cc1ccc(S(=O)(=O)N2CCN(C(=S)Nc3ccccc3)CC2)cc1	-2&18	-7&-9	0.2&0.8	0.0&-2.1
O=C(O)C(c1ccc(Cl)cc1)c1ccc(Cl)cc1	3	0	0.1	0.4
O=C(NCc1ccccn1)c1ccc2nc(-c3ccccc3)c(-c3ccccc3)nc2c1	11	4	0.0	1.4
CCc1nnc(NC(=O)CSc2nccn2Cc2ccc(C)cc2)s1	-4	7	-0.5	2.1
O=C(c1cccc(-n2cnnn2)c1)N1CCCC(c2[nH]ncc2-c2ccncc2)C1 (stereo not given)	2	6	0.1	0.2
COC(=O)CN1C(=O)S/C(=C\c2cc(Br)c(OC)c(OC)c2)C1=O	9	-1	0.0	14*
CCCC(=O)N=C1SC2CS(=O)(=O)CC2N1c1ccc(N(CC)CC)cc1 (stereo not given)	0	4	-0.2	0.7
CCc1ccc(C(=O)Nn2c(-c3cc(OC)c(OC)c(OC)c3)nc3ccccc3c2=O)cc1	2	5	0.0	1.6
CCOC(=O)c1cnn(-c2ccccc2Cl)c1CNC1CCN(C(=O)OCC)CC1	0	-2	-0.2	-0.7
CCC(C)NS(=O)(=O)c1ccc(OCC(=O)NCc2ccco2)cc1 (stereo not given)	10	0	-0.1	0.3
O=c1[nH]c2ccccc2c2nc(-c3cccc(S(=O)(=O)N4CCCC4)c3)nn12	3	4	-0.1	0.2
CC1(C(=O)N2CCN(CCc3ccccc3)CC2)CC1(Cl)Cl (stereo not given)	19	10	0.0	1.5
CCCOc1ccc(/C=C/C(=O)NCc2ccco2)cc1	-8	-26	0.6	-1.6
COc1cc(C2C(C(=O)OC(C)C)=C(C)NC3=C2C(=O)CCC3)cc(OC)c1O (stereo not given)	17	-11	0.0	-1.1
Cn1c(N)c(C(=O)COC(=O)c2ccc(O)cc2O)c(=O)n(C)c1=O	47	-6	0.1	-0.3
NC1=C(c2ccccc2)S(=O)c2cc(Oc3ccccc3)cc(Oc3ccccc3)c21 (stereo not given)	-4	2	-0.2	1.6
Cc1cc(C(N)=O)c(C)n1CCCn1ccnc1	76*	2	-0.8	-0.3
Cc1ccc(Nc2ccc3nonc3c2[N+](=O)[O-])c(C)c1	16	-7	2.5*	1.6
CCCC(=O)Nc1ccc(-c2ccc(NC(=O)CCC)c(C(=O)O)c2)cc1C(=O)O	-11	3	0.2	1.0
Cc1ccc(C2=N/C(=C\c3coc4ccccc4c3=O)C(=O)O2)cc1	-5	-14	0.1	-2.1
CCOC(=O)C(C)Oc1cc(Cl)c(C2NC(=O)NC(C)=C2C(C)=O)cc1OC (stereo not given)	8	13	0.8	0.9
O=C(O)CCNc1c(C(=O)O)cnc2ccccc12	4	-4	-0.1	0.5
COc1cc(CN2CCN(CC3CC4C=CC3C4)CC2)cc(OC)c1OC (stereo not given)	56*	11	0.4	-0.4
CCN(CC)CCNC(=O)c1ccc2c(Cl)c3c(nc2c1)CCC3	1	-5	-0.1	0.7
